NCI-60 one-dose screen, 48 h, at 10 µM unless noted. Numbers give growth in % (100 = growth as untreated, 0 = no growth, -100 = all killed).
OVCAR-5 – OVCAR-5 ovarian cancer | 82,000 tested, 2.9% active | AID 1794783
OVCAR-4 – OVCAR-4 ovarian cancer cells; 80,000 tested, 3.7% active; AID 1794784
IGROV1 – IGROV1 ovarian cancer; 79,000 tested, 4.7% active; AID 1794786
DU-145 – DU-145 prostate cancer | AID 1794760 | 81,000 tested, 4.2% active
OVCAR-3 – OVCAR-3 ovarian cancer. 79,000 tested, 7% active
SK-OV-3 – SK-OV-3 ovarian cancer cells; 80,000 tested, 3.2% active
OVCAR-8 – OVCAR-8 ovarian cancer | 81,000 tested, 4.4% active | AID 1794782
NCI/ADR-RES – NCI/ADR-RES ovarian cells; 81,000 tested, 4.4% active; AID 1794790
Starred values were filed as active, the others as inactive; nt = not tested or not shown; & = joins results of further samples. The calls were made as follows: active = growth percent below 10; inactive = the rest.

SMILES | OVCAR-5 | OVCAR-4 | IGROV1 | DU-145 | OVCAR-3 | SK-OV-3 | OVCAR-8 | NCI/ADR-RES
Cc1cc2c(-c3nc4cc(C(F)(F)F)ccn4c3NC3CCCCC3)c(O)c(O)cc2c(O)c1-c1c(C)cc2c(-c3nc4cc(C(F)(F)F)ccn4c3NC3CCCCC3)c(O)c(O)cc2c1O | 120.2 | 66.8 | 68.2 | 78.1 | 65.8 | 60.6 | 68.7 | 87.6
Nc1nnc(CSCc2ccc(F)cc2)s1 | 116.4 | 104.2 | 106.6 | 109.5 | 101.0 | 103.7 | 98.7 | 104.7
CCCCN(C(=O)CC)c1ccccc1 | 105.3 | 104.7 | 102.4 | 99.7 | 111.1 | 114.0 | 100.6 | 110.2
CCOC(=O)c1cnc2c(-c3ccccc3Br)cnn2c1 | 99.8 | 95.3 | 100.9 | 100.7 | 104.3 | 112.3 | 98.7 | 93.2
COc1ccc(-c2nn(-c3cccc(Cl)c3)cc2-c2cc(-c3ccccc3)nc(N)n2)cc1 | 59.0 | 56.1 | 83.7 | 95.1 | 72.2 | 98.5 | 67.9 | 53.3
CC(O)CC(C)(C)N (stereo not drawn) | 81.9 | 104.0 | 98.9 | 111.5 | 114.7 | 114.1 | 114.1 | 102.6
BrC1CC(Br)c2c1c1c(c3c2C(Br)CC3Br)C(Br)CC1Br (stereo not drawn) | 99.2 | 106.4 | -20.2* | 115.3 | 150.1 | 102.0 | 85.2 | 91.0
NS(=O)(=O)N(c1cc(C(F)(F)F)cc(C(F)(F)F)c1)C1CCN(Cc2ccc(C(F)(F)F)cc2)CC1 | 38.6 | 31.6 | 21.7 | 8.8* | 15.0 | 4.5* | nt | 58.2
COc1cccc(CNC(=O)c2nc(-c3cc(OC)c(OC)c(OC)c3)n(-c3ccc(OC)c(OC)c3)n2)c1 | 93.6 | 97.6 | 88.0 | 107.2 | 101.2 | 93.7 | 102.0 | 85.0
FC(F)(F)c1cc(-c2ccc(C3Nc4ccccc4-n4cccc43)o2)cc(C(F)(F)F)c1 (stereo not drawn) | 95.5 | 36.4 | 74.9 | 96.2 | 73.4 | 80.5 | 89.0 | 95.7

Just NCI/ADR-RES and OVCAR-8 (two entries from above):
Compound,NCI/ADR-RES,OVCAR-8
COc1ccc(-c2nn(-c3cccc(Cl)c3)cc2-c2cc(-c3ccccc3)nc(N)n2)cc1,53.3,67.9
CC(O)CC(C)(C)N (stereo not drawn),102.6,114.1

More entries
SMILES | OVCAR-5 | OVCAR-4 | IGROV1 | DU-145 | OVCAR-3 | SK-OV-3 | OVCAR-8 | NCI/ADR-RES
CCCCOc1ccc(C(=O)OCCNCC(C)C)cc1N | 94.6 | 118.2 | nt | 102.0 | 98.7 | 105.6 | 121.3 | 88.6
NC(N)=NCCN1CCCCCCC1 | 114.6&121.0 | 121.5&101.9 | 106.4 | 123.0&117.8 | 119.7&124.3 | 109.0&126.9 | 106.7&104.4 | 115.9&103.6
c1ccc(-c2cccc(-c3ccccn3)n2)nc1 | 59.0 | 33.3 | 19.3 | 17.8 | 28.2 | 7.9* | 12.0 | 1.8*
C#CCOc1ccc(C2=NN(C(C)CC)C3N=C(Cl)c4ncn(C(C)CC)c4N23)cc1OCC#C (stereo not drawn) | 89.8 | 102.6 | 113.8 | 94.5 | 110.1 | 104.1 | 81.3 | 93.9
O=Nc1ccc(O)c(=O)cc1 | 68.1 | nt | 18.7 | nt | nt | 108.4 | 43.8 | 38.0
Cc1ccc(-c2nc3nc(-c4ccccc4)nc(N4CCCNCC4)c3o2)cc1 | -32.4* | -52.3* | -73.8* | -25.5* | -81.7* | 79.9 | -48.4* | -29.8*
Nc1c(N=Nc2ccc([N+](=O)[O-])cc2)c(S(=O)(=O)O)cc2cc(S(=O)(=O)O)c(N=Nc3ccccc3)c(O)c12 | nt | 97.4 | 76.8 | 112.7 | 108.2 | 97.2 | 98.9 | nt
Cc1ccc(S(=O)(=O)NCC[C@@H]2C[C@H]2c2cc3ccccc3s2)cc1 | 105.6 | 78.3 | 101.1 | 101.3 | 101.2 | 106.7 | 97.3 | 96.9
CNC(=O)c1ccc(S(=O)(=O)Nc2ccc(NC(=O)CCCC(=O)NOCc3ccccc3)cc2)cc1 | 104.5 | 113.0 | 96.2 | 115.5 | 118.4 | 92.4 | 101.5 | 102.9
COc1ccc(-c2nc(SCCC(C)C)nc(N(CCO)CCO)c2C#N)cc1 | 90.3 | 104.5 | 92.6 | 92.1 | 87.2 | 61.4 | 87.5 | 89.4
CCCCCC1c2ccc(O)cc2Oc2nc(N)c(C#N)c(N)c21 (stereo not drawn) | 111.0 | 71.2 | 61.1 | 94.7 | 79.0 | 91.1 | 92.1 | 84.0
CC(C)c1nc2ccccc2n1CC(=O)N/N=C/c1ccc(N(C)C)cc1 | 104.7 | 107.5 | 102.3 | 117.2 | 95.1 | 99.9 | 98.3 | 111.6
O=c1cnc2ccccc2[nH]1 | 115.9 | 115.9 | 108.2 | 114.5 | 115.4 | 112.9 | 100.7 | 119.2
O=Cc1ccccc1OCc1cn(CC(=O)Nc2nc3ccccc3s2)nn1 | 102.8 | 101.2 | 98.1 | 111.7 | 101.1 | 88.0 | 96.0 | 99.8
O=C(N/N=C\c1ccc(-c2ccc(Br)cc2)o1)c1cc2oc(-c3cccc(C(F)(F)F)c3)cc2[nH]1 | 88.4 | 105.7 | 130.5 | 126.0 | 101.4 | 115.1 | 103.0 | 96.0
COc1cc(C2CC(c3cccs3)=NN2C(C)=O)cc(OC)c1OC (stereo not drawn) | 78.0 | 85.3 | 59.8 | 102.8 | 104.4 | 88.9 | 102.6 | 93.1
CCCCCCCCNc1cc2c3c(c1)CCCN3CCC2 | 17.6 | 35.2 | 29.7 | -2.6* | 4.2* | 10.7 | 15.8 | 70.7
Cc1ccc2c(c1)=NC(=O)/C(=C\c1sc(=O)[nH]c1O)C=2 | 97.5 | 111.3 | 98.6 | 103.6 | 96.0 | 96.8 | 99.1 | 104.2
CC1=NCCO1 | 92.9 | 113.3 | 110.1 | 99.8 | 104.6 | 105.9 | 99.2 | 105.6
CC1SC(c2ccc(C(F)(F)F)cc2)N(Nc2ccccc2)C1=O (stereo not drawn) | 108.5 | 86.0 | 102.4 | 102.7 | 110.4 | 101.1 | 96.7 | 102.5
COc1ccc(-c2cc(-n3nnnc3-c3ccccc3)no2)cc1 | 90.1 | 109.6 | 109.3 | 108.5 | 106.4 | 88.7 | 92.5 | 94.8
O=C(O)C(Oc1ccccc1)Oc1ccccc1 | 104.8 | 103.2 | 109.1 | 109.7 | 111.3 | 103.2 | 102.1 | 105.8
Cc1cc(S(=O)(=O)O)ccc1N | 103.2 | 80.9 | 177.0 | 113.3 | 88.3 | 105.4 | 99.6 | 99.0
CCCS(=O)(=O)Nc1cc(-c2cc(-c3ccc(N4CCNCC4)cc3)cnc2N)cc(F)c1OC | 96.5 | 99.8 | 94.2 | 103.1 | 98.9 | 89.0 | 95.3 | 104.5
O=C1NC(=O)C(Cc2ccc(OCc3ccc(-c4ccccc4)cc3)cc2)S1 (stereo not drawn) | 92.2 | 79.1 | 65.0 | 94.2 | 85.8 | 92.3 | 86.6 | 69.0
CN(C)CC(Oc1ccccc1)c1ccccc1 (stereo not drawn) | 102.1 | 99.3 | 114.7 | 113.0 | 106.3 | 105.5 | 110.6 | 111.5
O=S(=O)(O)Sc1ccccc1 | 98.1 | nt | 88.4 | 116.3 | 115.7 | 104.1 | 105.3 | 101.1
Nc1[nH]nc2c1-c1nc3ccccc3n1C(Nc1ccccc1)N2 (stereo not drawn) | 100.1 | 94.2 | 71.0 | 104.9 | 93.0 | 80.0 | 100.5 | 95.2
COC(=O)[C@]12CC[C@@H](C)[C@H](C)[C@@H]1C1=CC[C@@H]3[C@@]4(C)C=C(O)C(=O)C(C)=C4CC[C@@]3(C)[C@]1(C)CC2 | 64.5 | 37.8 | 53.6 | 54.4 | 28.5 | 61.7 | 37.9 | 38.8
Cc1cccc(OCC(O)CN2CCN(c3ccccc3)CC2)c1 (stereo not drawn) | 96.4 | 95.6 | 108.4 | 114.9 | 96.7 | 92.3 | 98.9 | 111.4
O=C1C(c2cccc3ccccc23)=C(c2c[nH]c3ccccc23)C(=O)N1CCN1CCOCC1 | 101.5 | 96.7 | 102.4 | 104.9 | 111.6 | 113.8 | 109.5 | 96.4
CC(C)c1ccc2nc3ccc(C(=O)NCCN4CCN(c5ccccc5)CC4)cn3c(=O)c2c1 | 91.1 | 63.9 | 78.7 | 80.0 | 77.5 | 93.4 | 46.8 | 32.2
O=C1C=CC(=O)N1c1ccc(F)cc1 | 104.6 | 101.1 | 105.6 | 124.4 | 119.8 | 111.2 | 105.7 | 103.0
CCOC(=O)C1=C(C)NC(=O)NC1c1ccc(OCc2cn(-c3ccc(C(=O)O)cc3)nn2)cc1 (stereo not drawn) | 103.4 | 121.2 | 103.8 | 102.4 | 99.8 | 97.0 | 97.8 | 91.6
CN(C)c1ccc(CC(C#N)c2cc3ccccc3[nH]2)cc1 (stereo not drawn) | 95.5 | 94.1 | 99.0 | 106.9 | 105.5 | nt | 92.3 | 98.0
COc1ccc2c(c1)c(/C=C/C(=O)O)c(Cl)n2Cc1ccc(Cl)cc1 | 93.2 | 92.8 | 113.2 | 123.8 | 95.9 | 109.4 | 86.2 | 95.7
CCOC(=O)c1cc(C(=O)c2ccc(O)c(O)c2)n2ccc(-c3ccn4c(C(=O)c5ccc(O)c(O)c5)cc(C(=O)OCC)c4c3)cc12 | 121.4 | 86.5 | 87.4 | 93.8 | 100.8 | 100.2 | 91.4 | 102.2
CCCCOC(=O)Cn1c(=O)c2nc3cc(-c4cccc([N+](=O)[O-])c4)oc3nc2n(C)c1=O | 103.0 | 81.7 | 88.2 | 104.7 | 101.8 | 96.2 | 85.2 | 89.5
C=C(C)[C@@H]1CC=C2c3sc(NC(C)=O)nc3CC[C@]2(C)[C@H]1C | 92.1 | 108.0 | 107.5 | 99.7 | 98.5 | 111.6 | 101.9 | 92.2
CCOC(=O)C1=C(CSC(=S)N2CCN(c3ccccc3)CC2)N(C)C(=O)NC1c1ccccc1 (stereo not drawn) | 100.4 | 85.0 | 97.3 | 101.2 | 100.7 | 88.3 | 87.7 | 95.0

Sorted by formula weight (high to low): some entries from above.
SMILES | OVCAR-5 | OVCAR-4 | IGROV1 | DU-145 | OVCAR-3 | SK-OV-3 | OVCAR-8 | NCI/ADR-RES
CCCCOC(=O)Cn1c(=O)c2nc3cc(-c4cccc([N+](=O)[O-])c4)oc3nc2n(C)c1=O | 103.0 | 81.7 | 88.2 | 104.7 | 101.8 | 96.2 | 85.2 | 89.5
COc1ccc2c(c1)c(/C=C/C(=O)O)c(Cl)n2Cc1ccc(Cl)cc1 | 93.2 | 92.8 | 113.2 | 123.8 | 95.9 | 109.4 | 86.2 | 95.7
CN(C)c1ccc(CC(C#N)c2cc3ccccc3[nH]2)cc1 (stereo not drawn) | 95.5 | 94.1 | 99.0 | 106.9 | 105.5 | nt | 92.3 | 98.0

Retrieved by structure from above (2):
SMILES | OVCAR-5 | OVCAR-4 | IGROV1 | DU-145 | OVCAR-3 | SK-OV-3 | OVCAR-8 | NCI/ADR-RES
Cc1ccc2c(c1)=NC(=O)/C(=C\c1sc(=O)[nH]c1O)C=2 | 97.5 | 111.3 | 98.6 | 103.6 | 96.0 | 96.8 | 99.1 | 104.2
O=C1C(c2cccc3ccccc23)=C(c2c[nH]c3ccccc23)C(=O)N1CCN1CCOCC1 | 101.5 | 96.7 | 102.4 | 104.9 | 111.6 | 113.8 | 109.5 | 96.4

Other entries
SMILES | OVCAR-5 | OVCAR-4 | IGROV1 | DU-145 | OVCAR-3 | SK-OV-3 | OVCAR-8 | NCI/ADR-RES
Cc1ccc(-c2cc(C3(O)CCC4COC3O4)on2)cc1 (stereo not drawn) | 100.2 | 102.5 | 110.4 | 107.4 | 110.7 | 89.8 | 94.6 | 97.7
N#C/C(C(=O)Nc1ccc(S(N)(=O)=O)cc1)=C1\C(=O)Nc2ccc(F)cc21 | 100.0 | nt | 99.5 | 111.2 | 107.3 | nt | 100.9 | 100.3
COc1ccc(Cl)cc1NC(=O)c1c(NC(=O)C(F)(F)C(F)(F)F)sc2c1CCCCC2 | 21.6 | 7.7* | 20.3 | 19.3 | 6.2* | -19.6* | 10.5 | 3.8*
COc1ccc2oc(=O)cc(/C=C3/C(=O)N(c4ccccc4)N=C3C)c2c1 | 99.0 | 104.6 | 98.7 | 109.4 | 97.3 | 108.6 | 109.2 | 102.1
C#CCNC(=O)c1cc(C(=O)c2ccc(Cl)cc2)n2ccc(C)cc12 | 112.7 | 78.1 | 106.0 | 97.9 | 99.7 | 91.6 | 98.7 | 94.9
COc1cccc(Cn2cc3c(c2)-c2onc(CN4CCCC4)c2CC3)c1 | 101.5 | 89.0 | 108.9 | 118.6 | 111.4 | 106.7 | nt | 103.1
COc1nc2c(c(=O)n1C)N=C1c3ccccc3C(=O)C1C(c1ccccc1)N2 (stereo not drawn) | 97.1 | 92.8 | 109.7 | 94.6 | 74.9 | 91.4 | 100.0 | 73.3
CN1C(=O)[C@H]2c3c(cccc31)[C@H]1C(=O)[C@H](CCC1(C)C)C2(C)C | 121.5 | 110.2 | 103.6 | 111.9 | 105.5 | 98.0 | 106.2 | 103.1
O=C(CSc1nccn2nc(-c3ccccc3)cc12)Nc1cc(C(F)(F)F)ccc1Cl | 98.8 | nt | nt | 100.3 | 80.1 | 115.0 | 94.6 | 93.7
COc1ccc(-c2nn(-c3ccccc3)cc2/C=C2\SC(=Nc3ccc(Cl)cc3)NC2=O)cc1 | 99.4 | 105.1 | 96.0 | 105.8 | 118.6 | 112.1 | 106.4 | 97.4
OCCn1cc(-c2nc(-c3c[nH]c4ncccc34)cs2)c2ccccc21 | 90.5 | 51.7 | 56.1 | 93.5 | 81.7 | 70.2 | 90.4 | 94.6

Source: PubChem (NCI)
